High-throughput results: PubChem, National Center for Advancing Translational Sciences (NCATS)
Pf Dd2 growth – Plasmodium falciparum Dd2 growth inhibition | P. falciparum Dd2 growth, SYBR Green, 72 h | Potency, µM (series often up to 28.9 µM), inactives show top-dose activity, negative = inhibition, actives largely listed as inhibitors | hit rate 4.3% among 120,000 | AID 1347417; active means well fitted inhibition curve with a large enough effect; inconclusive means small, poorly fitted or top-dose-only effect; inactive means no such curve, though single readings can be large or run the other way;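 further: plate controls were DMSO vehicle for no effect and reference drug for full effect; nearly all actives have a fitted effect of over 65% in size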
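Readout: SYBR Green fluorescence, 485 nm excitation, 535 nm emission, after ~16 h lysis at 37C. Before that, Dd2-infected red cells (2.5% hematocrit) grew 72 h with compound, 29 uM top final concentration.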
* = called active by the depositor; i = inactive; ? = inconclusive; [ ] = dose if it differs, or a comment. Potency means the concentration at half of the fitted maximal effect. Only part of the results is shown; the hit share may differ from the screen's.

SMILES,Pf Dd2 growth
CCOC(=O)CNC(=O)c1cc2n(n1)CC(c1ccc(Br)cc1)OC2 (stereo not drawn),-23%
CCc1ccc(S(=O)(=O)N2C[C@@H]3C(=O)N(C(CC)c4cccs4)C(=O)[C@@H]3C2)cc1 (stereo partly drawn),?
COCCNC(=O)Cc1csc2nc(C)c(-c3cc(C)n(-c4ccccc4F)n3)c(=O)n12,-15%
Cc1ccc(NC(=O)CSc2nc3n[nH]c(C)c3c(=N)n2-c2cccc(C)c2)cc1,?
COc1cccc([S+](=O)([O-])N2CCC3(CC2)C(=O)NN=C3c2cccnc2)c1,i
C=CCNC(=O)[C@@H]1CCCN1[C@@H](C(=O)NC)C1CCCCC1,?
CCN1CCN(C(=O)Cc2cccn2-c2ccc(F)cc2)CC1,-26%
COCCn1ncc(N2CCCC(CC(=O)NCc3ccccc3C)C2)cc1=O (stereo not drawn),-10%
COCc1nnc(NC(=O)Cn2nc3c(cc2=O)CCCCC3)s1,-17%
O=C(NCC1(COc2ccc(C(F)(F)F)cn2)C[C@@H](O)[C@@H](O)C1)c1ccc(F)cc1 (stereo partly drawn),-12%
CCOc1c(CNC(=O)C2CCN(C(=O)C3CCCC3)CC2)cccc1OC,24%
O=C1CCN(S(=O)(=O)c2ccccc2)CCCN(C(=O)CCc2nc3ccccc3[nH]2)CCN1,?
CCCN(CCC)CC(O)Cn1cc(/C=C/C(=O)c2ccc(OC)cc2)c2ccccc21 (stereo not drawn),3.2µM*
CC(C)CCN1C(=O)CC[C@]2(C(=O)NCc3ccncc3)CCCC[C@@H]12,10%
Cc1noc(C)c1S(=O)(=O)NC1CCc2nn(CC3CC3)c(=O)n2CC1 (stereo not drawn),23%
C[S+](=O)([O-])N1CCn2cc(C(=O)NCc3ccc(Cl)nc3)nc2C1,23%
Cn1ncc(N2CCC(C(=O)N3CCc4ccccc4C3)C2)cc1=O (stereo not drawn),8%
COc1ccccc1-c1nn2c(=O)cc(CN3CCN(C(=O)Nc4ccc(C)cc4Cl)CC3)nc2s1,?
COc1ccc(-c2nnc([C@H]3CCN(C(=O)c4ccc(OC)c(OC)c4)C3)o2)cc1,i
O=C1CCCCC(C(=O)NCCc2ccccc2)N1 (stereo not drawn),10%
COc1cc(=O)n2c(c1C(=O)Nc1ccc3c(c1)OCCO3)CCCC2,i
CCC1CN(C(=O)N2CCC(C(=O)NCCN(CC)CC)CC2)c2ccccc2O1 (stereo not drawn),i
CC(C)CN1CCC[C@H]1c1nc(-c2ccnc(N3CCOCC3)c2)no1,?
CC1=NOC2(CCN(Cc3ccccc3)CC2)C1,-11%[44.1 µM]
COc1ccc(CN2CCC3(CC2)C(=NC2CCCCC2)NC(=O)N3c2cc(F)cc(F)c2)cc1,?
Cc1cc(C(=O)N2CCC3(CC2)N=C(CC(C)C)NC3=O)c(C)o1,-13%
NC(=O)COC[C@@H]1CN(CC2CCCCC2)C[C@H]1c1ccncc1,?
CC(=O)Nc1ccc(-c2ccc(=O)n3c2[C@@H]2C[C@@H](CN(S(=O)(=O)c4cccs4)C2)C3)cc1,i
CN(C)c1ccc(CNC2(Cc3cc(-c4ccccc4)on3)COC2)cc1,-20%[44.1 µM]
O=C(NCc1ccc(N2CCCC2)cc1)C1CCCN(c2cnn(Cc3ccccc3)c(=O)c2)C1 (stereo not drawn),?
CCOCCn1c(=O)[nH]c2cc(C(=O)NCc3noc(CC)n3)ccc21,5%
O=C(NC(=O)c1ccc(F)cc1)Nc1ccc(-c2cc(C(F)(F)F)nn2-c2ccccc2)cc1,27%
Cc1cccc(CSc2nc(-c3cccs3)ccc2C#N)c1,2%
Cc1ccc(CNC(=O)N2CC(N(C3CCOCC3)S(C)(=O)=O)C2)cc1,-19%
O=C(Nc1ccccc1Cl)N1CCCC2(C1)Nc1cccnc1NC2=NC1CCCC1 (stereo not drawn),i[5.79 µM]
O=C(NCC1CN(C(=O)Cc2cccc(Cl)c2)CC12CN(c1ccccc1)C2)C1CC1 (stereo not drawn),8.9µM*
CCCN(CC1CC1)C(=O)[C@@H]1COCC(=O)N1Cc1ccccc1,?
Cc1n[nH]c(C)c1CCC(=O)NCC1CCN(c2cc(-c3ccc(F)cc3)[nH]n2)CC1,i
CCn1c2c(c(=O)n3ncc(C(=O)N4CCN(c5ccc(Cl)cc5)CC4)c13)CN(Cc1ccc(OC)cc1)CC2,?
NC(=O)[C@@H](Cc1ccccc1)NC(=O)C1=C[C@@H](NC(=O)c2ccc(F)c(Cl)c2)[C@@H](O)[C@H](O)C1,-18%
CCn1ccc(C(=O)N2C[C@@H](F)C[C@H]2C(=O)N2CCCCC2)n1,-9%
COc1ccccc1-n1cc(C(=O)N2CC(C)(C)C(C)(O)C2)cn1 (stereo not drawn),-14%
CC(=O)N1CCC2(C1)N=C(c1ccncc1)C(=O)N2 (stereo not drawn),10%[44.1 µM]
O=C(Cn1nc2c(cc1=O)CCCCC2)N1CCN(Cc2ccccc2)CC1,5%
Cc1cc(C)c(S(=O)(=O)N2CCC(C)(c3noc(C)n3)CC2)c(C)c1,-8%
Cc1ncc2c(c1CNC(=O)c1cc(C(C)C)n3ncnc3n1)CCNC2,-4%
COc1ccc(-c2nnc(SCC(=O)Nc3ccc(Cl)cc3)s2)cc1,-13%
Cc1cc(C)c(Cn2c3ccccc3c3cnn(CC(=O)NCCc4ccccc4)c(=O)c32)c(C)c1,?
CCS(=O)(=O)N1CCc2cc(C(=O)NCc3ccccc3)ccc21,47%[activator]
Cn1cc(-c2ccccc2)cc1C(=O)N1CCOCC1,-19%

Continued:
SMILES,Pf Dd2 growth
COc1cc(NC(=O)C2CCN(c3nnc(C)c4c(C)n(-c5ccccc5)nc34)CC2)cc(OC)c1,-16%
CN(CCc1cnn(C)c1)C(=O)c1coc(COc2cccc(C(F)(F)F)c2)n1,-16%
CCOC(=O)c1cnc2ccc(OC)cc2c1Nc1ccc(OCc2ccccc2Cl)cc1,?
Fc1ccc2oc([C@H]3CCN(CC4CCCCC4)C3)nc2c1,i
CCn1c(CN(C)C)nnc1C1CCN(Cc2ccc(-n3ccnc3)cc2)CC1,5%
O=C(c1ccc(Cl)cc1)N1CCn2c(nnc2-c2ccc(Cl)cc2)C1,-6%
Cc1ncsc1C(=O)N1CC(CNC(=O)C2CC2)C2(C1)CN(c1ccccc1)C2 (stereo not drawn),?
COC(=O)C1=C(C)NC(=O)NC1c1cccs1 (stereo not drawn),5%
CC(C)OC(=O)c1ccc(Cn2nnc3sc4c(c3c2=O)CCCC4)cc1,i
CCCc1cc(=O)[nH]c(SCc2nc(-c3ccccc3F)no2)n1,14%
COc1ccc(S(=O)(=O)NC[C@@H]2C=C(C)[C@H](CC(=O)NCc3ccc(C#N)cc3)C[C@H]2C(C)C)cc1,-4%
COc1cccc(Cn2c(CNC(=O)c3cc([N+](=O)[O-])ccc3Cl)nc3cccnc32)c1,?
Cn1nc(-c2ccccc2)cc1C(=O)N1CCNCC(O)C1 (stereo not drawn),-16%
COc1ccc2nc(SCC(O)c3cccc(Br)c3)[nH]c2c1 (stereo not drawn),-6%
Cc1ccc(-c2nc(Cn3c(=O)cc(-c4ccccc4)c4c(C)nn(C)c43)c(C)o2)cc1,10%
Cc1c(Cl)cccc1NC(=O)N1CCC(CN2CCOCC2)CC1,i
O=C(c1cc(-c2ccccc2F)n[nH]1)N1CCC2(CCCN(Cc3ccccc3F)C2)C1 (stereo not drawn),8.9µM*
Cc1ccc(S(=O)(=O)c2nnn3c2nc(N2CCCCC2)c2ccccc23)cc1C,86%[activator]
CN(C)C[C@@H]1CN(Cc2ccccc2)C[C@H]1NC(=O)C1(C)CCOCC1,-19%
COCCN1C(=O)c2ccccc2C(C(=O)Nc2nncs2)C12CCCC2 (stereo not drawn),-10%
O=C1CCCN1CCCN1C(=O)[C@@H]2C[C@@H](O)CN2C2(CN(Cc3ccccc3Cl)C2)C1=O,49%
CCOc1ccc(CCNC(=O)c2sc3ncccc3c2-n2cccc2)cc1OCC,-9%
CC(=O)Nc1ccc(C2Nc3c(C)cc(C)cc3-c3cc(C)nn32)cc1 (stereo not drawn),?
COc1ccc(Br)cc1CNC(=O)Cn1ncn2nc(-c3cccs3)cc2c1=O,31%[activator]
COc1ccc(CN2CCc3c(c(=O)n4ncc(C(=O)N5CCN(c6ccccc6OC)CC5)c4n3C)C2)cc1,?

Part of the list above, with each value named:
COC(=O)C1=C(C)NC(=O)NC1c1cccs1 (stereo not drawn)
  Pf Dd2 growth = 5%
CC(C)OC(=O)c1ccc(Cn2nnc3sc4c(c3c2=O)CCCC4)cc1
  Pf Dd2 growth = i
CCCc1cc(=O)[nH]c(SCc2nc(-c3ccccc3F)no2)n1
  Pf Dd2 growth = 14%
COc1ccc(S(=O)(=O)NC[C@@H]2C=C(C)[C@H](CC(=O)NCc3ccc(C#N)cc3)C[C@H]2C(C)C)cc1
  Pf Dd2 growth = -4%

Another view of 4 compounds above.
Cc1ccc(S(=O)(=O)c2nnn3c2nc(N2CCCCC2)c2ccccc23)cc1C
  Pf Dd2 growth: 86%[activator]

CN(C)C[C@@H]1CN(Cc2ccccc2)C[C@H]1NC(=O)C1(C)CCOCC1
  Pf Dd2 growth: -19%

COCCN1C(=O)c2ccccc2C(C(=O)Nc2nncs2)C12CCCC2 (stereo not drawn)
  Pf Dd2 growth: -10%

O=C1CCCN1CCCN1C(=O)[C@@H]2C[C@@H](O)CN2C2(CN(Cc3ccccc3Cl)C2)C1=O
  Pf Dd2 growth: 49%

Next entries:
Compound	Pf Dd2 growth
Cc1c(CNC2CCCCCC2)c(C(=O)O)c(C)n1Cc1c(F)cccc1Cl	?
Cc1cccc(OC(C)C(=O)Nc2ncn[nH]2)c1 (stereo not drawn)	i
O=C1c2cccn2CC(CNS(=O)(=O)c2ccccc2)N1Cc1ccccc1 (stereo not drawn)	?
CCOc1cc2sc(N3CCC(C(=O)Nc4ccc(C(C)C)cc4)CC3)nc2cc1Br	?
O=C1NCCCCCCN(C(=O)Nc2ccccc2)[C@H]2C[C@H](C(=O)N3CCc4ccccc4C3)C[C@@H]12	?
CCOc1ccc(-c2c(C)nn3c(C)c(C(=O)NCC(C)c4ccccc4)cnc23)cc1OCC (stereo not drawn)	?
Cc1ccc(C)c(N2CCN(CCCNC(=O)c3ccc4nc(N5CCCCC5)sc4c3)CC2)c1	?
COc1ccc(Cl)cc1C1CC(=O)Nc2cc3c(cc21)OCCO3 (stereo not drawn)	?
O=C(NCCc1ccccc1)NC1CCN(C(=O)N2CC3CC(C2)[C@H]2CCCC(=O)N2C3)CC1 (stereo partly drawn)	3%
COC(=O)c1ccc2nc(C[C@@H]3C[C@@H](C(C)C)[C@H](CNC(=O)c4cccnc4)C=C3C)[nH]c2c1	7.9µM*
COc1cccc(-c2cnc([C@@H]3COCCN3Cc3ccc(NC(C)=O)cc3)[nH]2)c1	?
COCCn1c(C)nnc1-c1cc(Nc2ccccc2)ccn1	i
Cc1nc(-c2ccccc2OC2CN(C(=O)c3cnn(C)c3)C2)no1	i
Cc1ncc2c(n1)C[C@@H]1CC[C@H]2N1C(=O)Nc1ccc(C)c(F)c1	7%
CCOC(=O)CNC(=O)CSc1cn(CC(=O)N2CCCCCC2)c2ccccc12	-23%
O=C(NCCCN1CCCC1=O)C1Cn2cccc2C(=O)N1Cc1ccccc1 (stereo not drawn)	19%
Cc1ccc(CCNC(=O)c2cc3sccc3n2Cc2ccc(C)cc2)cc1	i
COc1cc(-c2nnc(SCCOc3cc(C)cc(C)c3)o2)cc(OC)c1OC	24%
CN1CCN(CCNC(=O)c2ccc(-c3ccc(N4CCCCCC4)nc3)cc2)CC1	?
Cc1cc(Nc2ccc(Cl)cc2C)nc(-n2nc(C)cc2C)n1	3.5µM*
O=C(c1ccc(C(F)(F)F)cc1)N1CC[C@H]2COC(=O)N2c2cc(F)ccc2C1	?
Cc1nnc(NC(=O)c2nc(SC(C)C)ncc2Cl)s1	4%
O=C(c1ccccc1Cl)N1CCN(c2nc3ncccc3o2)CC1	8%
Cc1ccccc1S(=O)(=O)N1CCCC(Cc2noc(-c3cnccn3)n2)C1 (stereo not drawn)	22%
FC(F)(F)c1ccccc1CN1CCC2(CC1)CC(c1ccccc1)=NO2	i
COCCn1nc2n(c1=O)CCN(C(=O)c1ccc(Br)o1)CC2	51%[activator]
CCc1nnc(SCc2nc(-c3ccc(OC)cc3)oc2C)c2cc3sccc3n12	i
CNC(=O)[C@@H](c1ccccc1OC)N1CCC[C@H]1C(=O)N(C)CCN(C)C	5%[44.1 µM]
O=C(CSc1ccccc1)N1CCc2c([nH]c3ccccc23)C1c1ccc(Cl)cc1 (stereo not drawn)	?
O=C(Cn1nc2c(cc1=O)CCCC2)Nc1nc(-c2cccnc2)cs1	-25%
CC1=C[C@@H](CC#N)[C@H](C(C)C)C[C@H]1CC(=O)NCc1ccc(C(F)(F)F)cc1	?
COCCN1CCC(N2CCN(C(=O)c3ccc(C)cc3)CC2)C1=O (stereo not drawn)	14%
CCOC(=O)C1=C(CN2CCN(c3ccccc3F)CC2)NC(=O)NC1c1ccc(Cl)cc1 (stereo not drawn)	?
O=C(c1ccccn1)N1CCC(n2c(=O)[nH]c3ccccc32)CC1	4%[44.1 µM]
O=C(Cc1ccccn1)NCC1COc2ncncc2C(=O)N1Cc1ccccc1 (stereo not drawn)	-1%[44.1 µM]
COc1ccc(N2CC(C(=O)NCc3ccc(C(F)(F)F)cc3)NC2=O)cc1 (stereo not drawn)	-7%
